# ALDH1A1 inh – blocks purified human ALDH1A1 activity | P00352 | Purified ALDH1A1, NADH fluorescence, propionaldehyde substrate | Potency, µM (top dose mostly 75.3 µM), for inactives: at the highest dose activity, negative = inhibition, most hits filed as inhibitors | actives 7.3% (n = 220,000); active = well fitted inhibition curve with a large enough effect, not every such curve was filed as active; inconclusive = small, poorly fitted or top-dose-only effect, or another doubt; inactive = no such curve, though single readings can be large or run the other way;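 also: plate controls were no enzyme wells and a reference inhibitor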
# aGal spleen mod – alpha-galactosidase A (human) modulation; Potency, µM (titrated, usually from 80 µM), for inactives: at the top dose activity change, negative = inhibition, actives largely listed as inhibitors; human spleen homogenate, 4MU-alpha-Gal fluorescence, 40 min; P06280; AID 2107; actives 0.008% (n = 240,000);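 also: 0% = enzyme with vehicle and -100% = no enzyme basal signal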
# Target sequence (P06280 32-429 limits assumed): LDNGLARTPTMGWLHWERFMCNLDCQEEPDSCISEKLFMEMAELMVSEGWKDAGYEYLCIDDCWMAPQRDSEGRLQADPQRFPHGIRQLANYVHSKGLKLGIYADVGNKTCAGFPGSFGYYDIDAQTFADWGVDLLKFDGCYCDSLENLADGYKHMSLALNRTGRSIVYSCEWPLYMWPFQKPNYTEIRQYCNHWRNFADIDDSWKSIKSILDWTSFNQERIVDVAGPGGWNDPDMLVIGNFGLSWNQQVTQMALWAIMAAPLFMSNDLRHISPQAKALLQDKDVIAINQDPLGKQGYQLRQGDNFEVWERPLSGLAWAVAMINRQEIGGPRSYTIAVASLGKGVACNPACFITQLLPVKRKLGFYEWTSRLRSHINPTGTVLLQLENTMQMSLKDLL
#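 Human spleen homogenate (1 ug) as enzyme source, 4-methylumbelliferyl-alpha-D-galactopyranoside 1 mM final, citrate/phosphate pH 5.0 with 0.01% Tween-20. Compounds 40 min at 37C, NaOH/glycine stop; fluorescence Ex 365/Em 440, Hill-fit AC50.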
# Tau fluor cs – counter-screen for tau fibril formation inhibitors | tau K18 P301L Alexa594 fluorescence, heparin fibrillization | Potency, µM (doses to about 57.7 µM), for the others: at the highest dose activity change, negative = decrease | actives 0.93% (n = 280,000); also: % is scaled to controls: 0 for no effect and ±100 for the full control effect; nearly all actives have a fitted effect of over 55% in size
#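 Human tau K18 P301L (15 uM unlabeled, 0.24 uM Alexa 594-labeled) in 100 mM sodium acetate pH 7 with 20 uM heparin, 6 hr at 37 C. ThT 30 uM added, 1 hr ambient; Alexa 594 FP and total fluorescence read at 555/632 nm.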
# GAA glycogen mod – alters human alpha-glucosidase cleavage of glycogen; P10253; recombinant GAA, glycogen substrate, Amplex Red glucose oxidase fluorescence; Potency, µM (doses to about 76.4 µM), inactives show at the highest dose activity change, negative = inhibition, usual class: inhibitors; actives 0.38% (n = 300,000); AID 2100;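 also: 0% = full enzyme reaction and -100% = no-enzyme basal signal; the screen sought inhibitors and activators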
#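 qHTS, 1536-well; enzyme 4 nM final; cpd up to 77 uM; substrate bovine liver glycogen 30 ug; 50 mM citrate/phosphate pH 5.0, 0.01% Tween-20; 37 C, 40 min; Amplex Red detection 45 min RT; Hill fit → AC50.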
# Epigenetic reg – epigenetic control regulation, reporter derepression | AID 1865 | murine LDR cells, GFP reporter derepression, 30 h | actives 0.2% (n = 280,000) | Potency, µM (highest dose often 53.9 µM), inactives show at the top dose GFP activation, most hits filed as activators; also: % of control where 0% means no effect; nearly all actives have a fitted effect of over 60% in size
#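 Derepression of a silenced CMV-GFP reporter in murine LDR cells is scored by enumerating GFP-positive cells with a laser-scanning microplate cytometer after 30 hours of treatment at 37 C.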
# GAA spleen mod – inhibits or activates alpha-glucosidase in human spleen homogenate | P10253 | human spleen homogenate, 4-MU-alpha-glucoside fluorescence | Potency, µM (series often up to 79.9 µM), without a hit: at the top dose activity change, negative = inhibition, usual class: inhibitors | actives 0.006% (n = 240,000) | AID 2112;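 also: 0% = enzyme with vehicle and -100% = no enzyme basal signal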
#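 AC50 values come from Hill-equation fits of concentration-response data, normalized to no-enzyme and full-activity controls. Enzyme source: 1 ug human spleen homogenate; 1 mM fluorogenic 4-MU glucoside, pH 5.0 citrate buffer, 37 C, 40 min.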
# GAA inh – inhibitors of human lysosomal alpha-glucosidase. P10253. purified human GAA, 4-MU-alpha-glucoside fluorescence. Potency, µM (series often up to 76.9 µM), inactives show at the highest dose activity change, negative = inhibition, hits mostly inhibitors. actives 0.005% (n = 200,000). AID 1466;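 also: plate controls were uninhibited enzyme wells for no effect and no-enzyme background for full effect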
#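 Endpoint fluorogenic read: 20 min room-temperature reaction of 4 nM human alpha-glucosidase with 400 uM 4-methylumbelliferyl-alpha-D-pyranoside, pH 5.0, quenched with 1M NaOH/1M glycine pH 10. AC50 from Hill modeling.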
# NPSR antagonist – antagonists of human neuropeptide S receptor cAMP signaling; Potency, µM (series often up to 38.3 µM), for the others: at the top dose activity change, negative = inhibition, hits mostly inhibitors; Q6W5P4; CHO-NPSR cells, cAMP TR-FRET, antagonist mode; actives 1% (n = 220,000); also: % is scaled to controls: 0 for no effect and ±100 for the full control effect; nearly all actives have a fitted effect of over 50% in size; many of its hits are not listed in these tables
# Target sequence (Q6W5P4 whole entry, looked up): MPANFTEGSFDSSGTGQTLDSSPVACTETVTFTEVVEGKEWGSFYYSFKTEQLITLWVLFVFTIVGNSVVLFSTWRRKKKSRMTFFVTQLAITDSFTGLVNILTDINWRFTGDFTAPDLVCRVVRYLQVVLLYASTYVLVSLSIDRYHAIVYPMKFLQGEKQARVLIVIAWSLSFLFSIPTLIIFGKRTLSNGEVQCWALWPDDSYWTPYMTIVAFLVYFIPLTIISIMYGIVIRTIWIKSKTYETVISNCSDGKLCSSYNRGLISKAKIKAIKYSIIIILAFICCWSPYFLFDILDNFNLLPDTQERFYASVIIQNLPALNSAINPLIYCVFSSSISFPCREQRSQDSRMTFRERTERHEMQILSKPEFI
# Active calls of the source: *; ? = inconclusive; / = no result given; [ ] = dose if it differs, or a comment. Unless noted, calls follow the shape of the dose curve; as a rule, active = well fitted curve in the direction sought with a large enough effect; inconclusive = small, poorly fitted or top-dose-only effect, or another doubt; inactive = no such curve, though single readings can be large; an effect the other way counts as inactive or inconclusive. Potency is read from the fitted curve at half-maximal effect.
# Results follow in this order: ALDH1A1 inh, aGal spleen mod, Tau fluor cs, GAA glycogen mod, Epigenetic reg, GAA spleen mod, GAA inh, NPSR antagonist
Cc1ccc(S(=O)(=O)N/N=C/c2cccn2-c2ccc(Cl)cc2)cc1
  0%, -7%, ?, ?, -1.1%, -12%, ?, -11%[46.1 µM]
COc1ccc(Nc2ncc3c(n2)CC(c2ccc(C)cc2)CC3=O)cc1 (configuration not stated)
  ?, 0%, -29%, 4%, 0.8%, -7%, 2%, ?
O=c1[nH]c(=O)n([C@H]2C[C@H](O)[C@@H](CO)O2)cc1C(F)(F)F
  10%, -4%, -8%, 1%, -1.1%, -4%, -3%[15.4 µM], 24%
COc1nc2ccc(C)cc2cc1-c1noc(-c2cccnc2)n1
  -16%, -2%, -5%, -10%, 0.9%, -3%, -1%, 19%[46.1 µM]
Cc1ccc(S(=O)(=O)NC(C)CCc2ccccc2)cc1 (configuration not stated)
  25µM*, 2%, -14%, -1%, 0.0%, 3%, -3%, 4%[46.1 µM]
CC1(C)CC(=O)C2=C(C1)OC(N)=C([N+](=O)[O-])C2c1ccc(F)cc1 (configuration not stated)
  /, 8%, -10%, 2%, -1.7%, 3%, /, -8%
Cc1c(C(=O)O)oc2c1C(=O)CC(C)(C)C2
  -1%, -11%, 10%[2.34 µM], -7%, 2.1%, 2%, 4%, 7%
COC(=O)[C@@]1(Cc2ccc(F)cc2)[C@H]2c3cc(C(=O)N4CCCC4)n(Cc4ccc(OC(F)(F)F)cc4)c3C[C@H]2CN1C(=O)c1ccccc1
  4%, 7%, -5%, /, 3.2%, 0%, /, /
O=C(NC1CC2CCC1C2)C1CCN(S(=O)(=O)c2ccc(-c3nn[nH]n3)cc2)CC1 (configuration not stated)
  7%, -20%, -3%, -12%, 1.4%, -14%, ?, 4%[7.67 µM]
O=C(CSc1nnc(-c2cnccn2)n1Cc1ccco1)c1ccc(Cl)cc1
  ?, 15%, -2%, 1%, -5.4%, -2%, 0%, -5%[46.1 µM]
CC(=O)OC(C(=O)NC1CCCCC1)c1ccc(Cl)cc1 (configuration not stated)
  6%, -7%, -9%, -1%, 2.0%, -7%, -13%, -4%[46.1 µM]
CC(Oc1ccc(Cl)cc1Cl)C(=O)NC(=S)N1CCc2ccccc21 (configuration not stated)
  18µM*, -9%, 5%, 3%, -1.0%, -4%, -3%, -2%
CCOC(=O)c1sc(=NC(=O)c2ccc(S(=O)(=O)N3CC(C)OC(C)C3)cc2)n(C)c1C (configuration not stated)
  -1%, -4%, -13%, -3%, -0.8%, 0%, 1%, 10µM*
COc1ccc(CCNC(=O)CSc2nnnn2C)cc1OC
  6%, 0%, -9%, -11%, 0.0%, 3%, 2%, -18%
N#Cc1c(N)[nH]c(=S)c(C#N)c1-c1ccccc1
  28µM*, 2%, -19%, -14%, -4.0%, 0%, 1%, 27%[46.1 µM]
CNC(=O)CSc1nnc(-c2ccccn2)n1Cc1ccco1
  7%, 5%, -2%, 4%, -0.8%, -19%, 3%[15.4 µM], -25%
Cc1nc2ccccc2nc1SCC(=O)N1CCC(C)CC1
  ?, -1%, -3%, 8%, -1.2%, -6%, 5%, ?
Cc1sc2nc(SCC(=O)NCc3ccco3)n(Cc3ccccc3)c(=O)c2c1C
  -2%, 10%, -15%, 1%, 1.5%, -3%, -13%, -5%[46.1 µM]
Cn1cc(-c2nnc(-c3ccccc3)o2)c2ccccc21
  ?, 2%, -10%, 7%, 2.9%, 1%, 7%, -25%[46.1 µM]
N#CCN1C(=S)N=C(Nc2cccc(Cl)c2)C12CCCCC2
  -15%, 14%, 5%, -2%, 2.2%, -3%, 3%, -16%[46.1 µM]
CC(=O)N1CCc2cc(S(=O)(=O)NC(Cc3ccccc3)C(=O)NC3CCCCCC3)ccc21 (configuration not stated)
  ?, 5%, -9%, -1%, 0.7%, 3%, 3%, -16%[46.1 µM]
CCONC(=O)Nc1ccccc1[N+](=O)[O-]
  8%, -4%, -8%, 5%, -0.9%, -8%, 0%, 6%[46.1 µM]
CCOC(=O)C(O)(CC(=O)Nc1cc(F)ccc1C)C(F)(F)F (configuration not stated)
  3%, -16%, 5%, 2%, -1.1%, -7%, -7%, 4%[46.1 µM]
NC(=O)C1CCCN(S(=O)(=O)c2ccccc2)C1 (configuration not stated)
  5%, -13%, 1%, 4%, -1.0%, -4%, -8%, 4%[46.1 µM]
CCCCOCCCNC(=O)c1ccc(OCC)cc1
  6%, -4%, -7%, -8%, -1.2%, -4%, -3%, -5%[46.1 µM]
CC(C)C[C@H](NC(=O)c1nc[nH]c1C(=O)N1CCN(c2ccccc2)CC1)C(=O)OCc1ccccc1
  /, 3%, ?, -10%, -3.3%, 7%, /, -41%
CC1(C(=O)NC2CCCCC2)CCC(=O)N1Cc1ccc2c(c1)OCO2 (configuration not stated)
  /, 2%, 9%, -2%, 1.0%, -3%, /, 18%
COc1cc(C2c3sc(=O)[nH]c3SC3C(=O)N(c4ccc(Br)cc4)C(=O)C32)ccc1O (configuration not stated)
  /, 8%, ?, ?, -0.4%, -1%, /, -12%[7.67 µM]
Cc1ccc(C)c(N(C(=O)Cn2nnc(-c3cccs3)n2)C(C(=O)NC2CCCC2)c2ccncc2)c1 (configuration not stated)
  4%, 1%, 1%, 5%, -1.3%, 0%, 2%, -6%[46.1 µM]
c1ccc(-c2nn3cnnc3c3ccccc23)cc1
  -3%, 2%, -12%, 1%, 4.1%, 2%, 5%, -15%

# Only aGal spleen mod, GAA spleen mod and GAA glycogen mod (3 entries from above):
canonical_smiles | aGal spleen mod | GAA spleen mod | GAA glycogen mod
COc1cc(C2c3sc(=O)[nH]c3SC3C(=O)N(c4ccc(Br)cc4)C(=O)C32)ccc1O (configuration not stated) | 8% | -1% | ?
Cc1ccc(C)c(N(C(=O)Cn2nnc(-c3cccs3)n2)C(C(=O)NC2CCCC2)c2ccncc2)c1 (configuration not stated) | 1% | 0% | 5%
c1ccc(-c2nn3cnnc3c3ccccc23)cc1 | 2% | 2% | 1%

# Part of the list above, as tab-separated lines.
canonical_smiles	ALDH1A1 inh	aGal spleen mod	Tau fluor cs	GAA glycogen mod	Epigenetic reg	GAA spleen mod	GAA inh	NPSR antagonist
Cn1cc(-c2nnc(-c3ccccc3)o2)c2ccccc21	?	2%	-10%	7%	2.9%	1%	7%	-25%[46.1 µM]
COc1ccc(CCNC(=O)CSc2nnnn2C)cc1OC	6%	0%	-9%	-11%	0.0%	3%	2%	-18%
CC(Oc1ccc(Cl)cc1Cl)C(=O)NC(=S)N1CCc2ccccc21 (configuration not stated)	18µM*	-9%	5%	3%	-1.0%	-4%	-3%	-2%

# Continued:
# Results follow in this order: ALDH1A1 inh, aGal spleen mod, Tau fluor cs, GAA glycogen mod, Epigenetic reg, GAA spleen mod, GAA inh, NPSR antagonist
CN1C(CC(=O)Nc2ccc(Cl)cc2Cl)c2ccccc2CC1(C)C (configuration not stated)
  /, 4%, -16%, ?, -1.0%, 4%, /, 48%
COc1ccc(NC(=O)CC(c2ccc(F)cc2)c2ccc(OC)cc2)cc1 (configuration not stated)
  -4%, 3%, -23%, -6%, 0.0%, -8%, ?, -10%
Cc1ccnn2cc3c(=O)n(C)c(=O)n(C)c3c12
  10%, 3%, -3%, 3%, -1.7%, -7%, 0%, -8%[46.1 µM]
O=C(O)c1ccc2c(c1)-c1nc3ccccc3n1C2=O
  ?, -3%, -8%, -11%, -1.6%, -6%, 5%, -8%[46.1 µM]
COCCNC(=S)NNc1cccc(C(=O)O)c1
  ?, 1%, -8%, 2%, -2.6%, 0%, 1%, 11%
CCCn1c(CCc2ccccc2)n[nH]c1=S
  -8%, 5%, 7%, 3%, 4.4%, 3%, 7%, -6%
CCC(C)NC(=O)N[C@@H](CCSC)C(=O)O (some centres not stated)
  8%, 5%, 2%, 7%, -0.9%, -2%, 0%, 9%[46.1 µM]
C[C@H](O)CON1C(=O)c2ccccc2C1=O
  -5%, 9%, -5%, /, 1.1%, -3%, /, /
CC1(C)CC(N=c2cc(-c3ccccc3)oc3ccc(Cl)cc23)CC(C)(C)N1
  -12%, -7%, -23%, 7%, -0.1%, -5%, ?, -21%
O=c1[nH]c(CSc2ccccn2)nc2c1oc1ccccc12
  ?, -2%, -14%, 11%, -4.7%, 1%, -2%, -19%
CC(C)Cc1nc(SCc2cccnc2)c2c(=O)n(C)c(=O)n(C)c2n1
  7.1µM*, 8%, -4%, -2%, -1.1%, -3%, -8%, -39%
COc1ccc(C(=O)/C=C/Nc2c(C)n(C)n(-c3ccccc3)c2=O)cc1OC
  ?, 5%, -14%, 3.1µM*, 0.0%, 2%, ?, -14%[46.1 µM]
O=C(c1cccs1)N1CCN(Cc2ccccc2[N+](=O)[O-])CC1
  25µM*, -6%, 2%, -4%, 0.0%, -3%, 7%, 11%
C/C(=N\NC(=S)NC1CCCCC1)c1cccs1
  ?, 16%, -5%, -17%, -1.2%, 6%, -8%, -52%

# Rewritten as comma-separated lines: entries from further up
SMILES,ALDH1A1 inh,aGal spleen mod,Tau fluor cs,GAA glycogen mod,Epigenetic reg,GAA spleen mod,GAA inh,NPSR antagonist
CC1(C)CC(N=c2cc(-c3ccccc3)oc3ccc(Cl)cc23)CC(C)(C)N1,-12%,-7%,-23%,7%,-0.1%,-5%,?,-21%
O=c1[nH]c(CSc2ccccn2)nc2c1oc1ccccc12,?,-2%,-14%,11%,-4.7%,1%,-2%,-19%

# Profiles, looked up by structure:
# Results for `COc1ccc(C(=O)/C=C/Nc2c(C)n(C)n(-c3ccccc3)c2=O)cc1OC` → ALDH1A1 inh = ?; aGal spleen mod = 5%; Tau fluor cs = -14%; GAA glycogen mod = 3.1µM*; Epigenetic reg = 0.0%; GAA spleen mod = 2%; GAA inh = ?; NPSR antagonist = -14%[46.1 µM]
# Results for `C[C@H](O)CON1C(=O)c2ccccc2C1=O` → ALDH1A1 inh = -5%; aGal spleen mod = 9%; Tau fluor cs = -5%; GAA glycogen mod = /; Epigenetic reg = 1.1%; GAA spleen mod = -3%; GAA inh = /; NPSR antagonist = /

# This is a subset. The share of hits here may be higher or lower than overall.
